Screening results as filed in PubChem BioAssay.
IMPase Li cell – qHTS Assay for Identifying the Cell-Membrane Permeable IMPase Inhibitors: Potentiation with Lithium | Potency, µM (titrated, usually from 59.4 µM), for inactives: at the top dose activity, negative = IMPase inhibition, usual class: inhibitors | 210,000 compounds, 0.35% hits | AID 1457, 2008 | CHO-M1 cells, IP1 TR-FRET (IP-One), carbachol + lithium;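 further: IP1 builds up when IMPase is blocked and the TR-FRET signal falls; potency means the concentration at half of the fitted maximal effect; plate controls were basal vehicle for no effect and high inhibitor control for full effect; nearly all actives have a fitted effect of over 50% in size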
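IP1 accumulation measured by competitive TR-FRET in lysed CHO-M1 cells after 30 min compound exposure at 37C, with a small lithium addition to potentiate weak responses. Hill-equation AC50 from ratio and donor-channel data.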
Lamin A splicing – qHTS Assay for Modulators of Lamin A Splicing; AID 1487, 2009; HeLa LMNA splicing GFP/RFP minigene ratio, 48 h; 200,000 compounds, 0.01% hits; Potency, µM (highest dose often 46.1 µM), without a hit: at the highest dose ratio change, negative = inhibition, hits mostly inhibitors; active means well fitted inhibition curve with a large enough effect in the signal ratio, with a control signal flat, not every such curve was filed as active; inconclusive means small, poorly fitted or top-dose-only effect, or effect the other way, or a change in a side signal; the % refers to the signal ratio; further: potency means the concentration at half of the fitted maximal effect; on the % scale 0 is the no-effect control and ±100 the full control effect
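S3 HeLa stable clones carrying a lamin A-EGFP splicing minigene plus DsRed2 were seeded at 600 cells/well in Opti-MEM with 2% FBS, pin-dosed and incubated 48 h at 37°C. Acumen cytometry (488 nm) gave the GFP/RFP total-intensity ratio.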
CBFb-RUNX1 inh – qHTS Assay for Compounds Blocking the Interaction Between CBF-beta and RUNX1 for the Treatment of Acute Myeloid Leukemia | Potency, µM (series often up to 59.8 µM), inactives show at the top dose activity, negative = inhibition, most hits filed as inhibitors | AlphaScreen CBFb-His/RUNX1-biotin binding, biochemical | 230,000 tested, under 10 active | Runt-related transcription factor 1 (Homo sapiens) + Core-binding factor subunit beta …; further: % of control where 0% means no effect
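Read-out: AlphaScreen. Format: His-CBF-beta with biotinylated RUNX1 (30 nM each) preincubated 20 min, compound 15 min, Ni-chelate plus streptavidin beads 90 min; room temperature throughout.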
Luc counter – Counterscreen for Luciferase (Kinase-Glo TM) Inhibition; Luciferin 4-monooxygenase (Photuris pensylvanica), Q27757; Kinase-Glo luciferase, ATP luminescence, 8 min; Potency, µM (titrated, usually from 38.3 µM), inactives show at the top dose activity change, negative = inhibition, hits mostly inhibitors; 200,000 compounds, 0.28% hits; AID 1379, 2008; further: potency means the concentration at half of the fitted maximal effect; on the % scale 0 is the no-effect control and ±100 the full control effect; nearly all actives have a fitted effect of over 60% in size
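Compounds were added to a substrate mix at pH 7.2 (50 mM imidazole, 10 uM ATP, within the enzyme's linear range), followed by Kinase-Glo detection reagent; luminescence was measured after 8 minutes at ambient temperature.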
Epigenetic reg – Quantitative High-Throughput Screen for Regulators of Epigenetic Control. murine LDR cells, GFP reporter derepression, 30 h. Potency, µM (series often up to 53.9 µM), inactives show at the top dose GFP activation, most hits filed as activators. 280,000 compounds, 0.2% hits. AID 1865, 2009; further: potency means the concentration at half of the fitted maximal effect; % of control where 0% means no effect; nearly all actives have a fitted effect of over 60% in size
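GFP-positive cell count by laser-scanning cytometry (objects 20–120 um) after 30 h, 37 C compound exposure of murine LDR cells; reporter is CMV-GFP integrated at a silenced locus, inducible by HDAC or DNMT inhibitors.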
GLA spleen mod – qHTS Assay for Inhibitors and Activators of Human alpha-Galactosidase From Spleen Homogenate; Alpha-galactosidase A (Homo sapiens), P06280; human spleen homogenate, 4MU-alpha-Gal fluorescence, 40 min; Potency, µM (highest dose often 80 µM), for inactives: at the highest dose activity change, negative = inhibition, usual class: inhibitors; 240,000 compounds, 0.008% hits; AID 2107, 2009;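 further: potency means the concentration at half of the fitted maximal effect; 0% = enzyme with vehicle and -100% = no enzyme basal signal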
Target sequence (P06280 32-429 limits assumed): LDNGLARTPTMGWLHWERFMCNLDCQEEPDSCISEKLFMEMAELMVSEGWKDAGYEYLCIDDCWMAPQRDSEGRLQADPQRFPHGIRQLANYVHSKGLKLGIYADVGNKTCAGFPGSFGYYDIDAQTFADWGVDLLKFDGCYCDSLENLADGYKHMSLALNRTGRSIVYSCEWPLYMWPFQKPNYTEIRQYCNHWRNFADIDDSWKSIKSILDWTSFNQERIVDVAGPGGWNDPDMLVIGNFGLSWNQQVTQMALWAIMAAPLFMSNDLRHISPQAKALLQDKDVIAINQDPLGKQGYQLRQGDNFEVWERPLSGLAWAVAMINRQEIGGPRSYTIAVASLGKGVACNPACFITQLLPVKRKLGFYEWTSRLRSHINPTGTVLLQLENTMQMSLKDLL
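qHTS titration in buffer at pH 5.0. Alpha-galactosidase activity in spleen homogenate was measured via 4-methylumbelliferone release from 1 mM fluorogenic substrate after 40 min at 37C and a pH 10 stop. AC50 came from Hill fits of control-normalized data.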
NPSR antag – qHTS Assay for Antagonists of the Neuropeptide S Receptor: cAMP Signal Transduction | Q6W5P4 | CHO-NPSR cells, cAMP TR-FRET, antagonist mode | Potency, µM (doses to about 38.3 µM), inactives show at the highest dose activity change, negative = inhibition, most hits filed as inhibitors | 220,000 compounds, 1% hits | AID 1461, 2008; further: potency means the concentration at half of the fitted maximal effect; on the % scale 0 is the no-effect control and ±100 the full control effect; nearly all actives have a fitted effect of over 50% in size; many of its hits are not listed in these tables
Target sequence (Q6W5P4 whole entry, looked up): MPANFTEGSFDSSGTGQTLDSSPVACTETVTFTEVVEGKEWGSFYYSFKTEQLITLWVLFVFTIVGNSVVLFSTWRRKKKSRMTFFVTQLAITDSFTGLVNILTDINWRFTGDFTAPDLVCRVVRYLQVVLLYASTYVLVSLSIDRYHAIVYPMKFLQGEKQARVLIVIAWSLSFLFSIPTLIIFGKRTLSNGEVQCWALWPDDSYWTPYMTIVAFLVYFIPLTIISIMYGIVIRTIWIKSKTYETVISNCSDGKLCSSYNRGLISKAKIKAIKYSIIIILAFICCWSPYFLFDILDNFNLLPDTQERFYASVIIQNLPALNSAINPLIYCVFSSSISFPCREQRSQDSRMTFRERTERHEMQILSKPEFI
* marks the source's active call; other numbers are inactive results; ? = inconclusive; . = no result given; & = joins results of further samples; [ ] = dose if it differs, or a comment. Unless noted, the call rests on the fitted dose curve; in most records, active means well fitted curve in the direction sought with a large enough effect; inconclusive means small, poorly fitted or top-dose-only effect, or another doubt; inactive means no such curve, though single readings can be large; an effect the other way counts as inactive or inconclusive. These rows are one share of the data (hit frequency here may not be typical).

Value order: CBFb-RUNX1 inh, Epigenetic reg, IMPase Li cell, GLA spleen mod, NPSR antag, Lamin A splicing, Luc counter
> COc1ccc(C2C3=C(Nc4ncnn42)c2ccccc2CC3)cc1OC (centres undefined)
→ -2%, 2.7%, -2%[38.3 µM], 3%, -7%[46.1 µM], ?, -6%
> O=c1nc(/C=C/c2cccn2-c2ccc([N+](=O)[O-])cc2)cc(C(F)(F)F)[nH]1
→ ?, 2.3%, -7%, 6%, -22%, ., -2%
> CC1CN(Cc2ccc(Cl)cc2Cl)CC(C)O1 (centres undefined)
→ 2%, -4.6%, 37%[activator][38.3 µM], -2%, 0%[46.1 µM], 3%, 0%
> COc1ccc(CCNC(=O)C(=O)NCc2ccc(C)cc2)cc1OC
→ 6%, -2.0%, 3%, 15%, 12%[46.1 µM], -12%, 1%
> COc1ccc(OCC(=O)N/N=C/C2CC=CCC2)cc1 (centres undefined)
→ 0%, 1.2%, 7%, -3%, -5%, -8%[46 µM], -2%
> Cc1ccc2c(c1)/C(=N/OC(=O)c1ccc(F)cc1)CCS2
→ -3%, -0.1%, 9%[38.3 µM], 12%, -9%[46.1 µM], -11%, -7%
> CCN(C(=O)CN1CCN(c2cccc(Cl)c2)CC1)c1c(N)n(Cc2ccccc2)c(=O)[nH]c1=O
→ 13%, -3.3%, 6%, -6%, 10%, -7%[46 µM], -2%
> Cc1ccc(-c2cn3cc(C)ccc3n2)cc1
→ 9%, 3.2%, ?, 1%, -18%, 16%[46 µM], 11µM*
> CC(C)[C@H](NC(=O)Cc1ccccc1)C(=O)OCc1cc(=O)n2c(n1)sc1ccccc12
→ -24%, -0.9%, ., -1%, ?, 2%, .
> CCCCCOc1ccc(C(=O)OCC(=O)Nc2cc(C)c(C)cc2[N+](=O)[O-])cc1
→ -6%, 0.9%, 0%, -8%, 1%, 0%, 0%
> Cc1ccc(C)c(NS(=O)(=O)c2ccc(OCC(=O)N3CCCC3)cc2)c1
→ -8%, 2.0%, 26%[38.3 µM], -4%, -10%[46.1 µM], -6%, -3%
> O=C(Nc1ccccc1)OCCOc1ccccc1
→ 3%, 1.5%, 1%[38.3 µM], 10%, -6%[46.1 µM], 6%, -1%
> CCOC(=O)C1C(=O)NC(SCC(=O)OC)=C(C#N)C1c1ccccc1OCC (centres undefined)
→ 2%, 0.2%, -9%[38.3 µM], 6%, -10%[46.1 µM], -1%, -2%
> N#CC(C#N)=C(Nc1ccc(F)cc1)SCc1cccc(Br)c1
→ 11%, 1.1%, 15%, -1%, -42%, ?, 0%
> CSc1ccc(/C=N/NC(=O)CNc2ccc3ccccc3c2)cc1
→ -15%, -0.1%, 0%, 4%, -6%, 5%, 5%
> CC(CCc1ccccc1)NC(=O)C1CCN(S(=O)(=O)c2cnc[nH]2)CC1 (centres undefined)
→ 9%, -1.8%, 24%[38.3 µM], 0%, -1%[46.1 µM], 4%, 1%
> COC(=O)[C@@H]1CC[C@H](C)[C@@H](c2ccc(C)cc2)N1C(=O)c1ccc(/C=N/OCC[C@@H]2C=C[C@H](OC(C)=O)[C@@H](COC(C)=O)O2)cc1
→ 0%[2.36 µM], 8.0%, -2%, 2%, -15%, 5%, -3%
> COc1ccc(-c2cc(C#N)nc(N3CCNCC3)n2)cc1
→ 4%, -2.3%, 29%[38.3 µM], 3%, -6%[46.1 µM], 4%, 15%
> CN1C(=O)/C(=C2/C=Cc3ccccc3N2CCCS(=O)(=O)O)SC1=S
→ ?, 0.0%, 72%[activator][38.3 µM], -16%, -10%[46.1 µM], 4%, ?
> O=C(NCc1cccs1)C(=O)NCC(c1ccco1)N1CCN(c2ccccc2)CC1 (centres undefined)
→ -9%, -0.8%, -1%, -2%, -20%, ., -1%
> COc1ccccc1N1CCN(C(=O)C2CCN(S(=O)(=O)N3CCOCC3)CC2)CC1
→ -3%, 1.0%, -9%[38.3 µM], 0%, -7%[46.1 µM], 17%, -1%
> COc1ccc(OCC(O)CNS(=O)(=O)c2ccc(C)cc2)cc1 (centres undefined)
→ 7%, 0.5%, ., 1%, -17%, ., .
> O=C(CN1CCN(c2ccccc2F)CC1)Nc1ccc2c(c1)CCC2
→ 5%, 1.0%, -3%, 4%, -16%, ?, 2%
> COc1ccc2[nH]c(-c3ccccc3)c(CCNC(C)=O)c2c1
→ 9%, 1.1%&2.4%, ?, 7%&17%, ., ., -2%
> Cc1ccc(Nc2nc(N/N=C/c3c[nH]c4ccccc34)nc(N3CCOCC3)n2)cc1
→ 0%, -1.1%, 22%, -11%, ?, ?, 3%
> OC1CCN(c2ncnc3nc[nH]c23)CC1
→ 6%, -1.0%, -4%, -1%, 16%, ?, 3%
> Cc1ccc(Nc2c(-c3ccccc3O)nc3cnccn23)cc1
→ -17%, -1.8%, 17%, -10%, -27%, ?, -2%
> CCc1ccc(/C=C2/C(=O)N(c3ccccc3)C(=S)N2CC(=O)OC)s1
→ -2%, ?, -8%, -7%, -25%, 6%, 1%
> Cc1[nH]c2ccccc2c1/C=N/NC(=O)c1cc(C(C)C)[nH]n1
→ 4%, 1.1%, ., 3%, -28%, ., .
> CCN(C(=O)CC(C)C)c1nnc(Cn2nnc3ccccc32)s1
→ 5%, -2.2%, 10%, -8%, 7%, ., 1%

Value order: CBFb-RUNX1 inh, Epigenetic reg, IMPase Li cell, GLA spleen mod, NPSR antag, Lamin A splicing, Luc counter
> O=C(NN=C1C2CC3CC(C2)CC1C3)c1cccs1
→ 0%, 1.2%, 4%[38.3 µM], -7%, 18%[46.1 µM], 7%, -6%
> O=C(Oc1ccccc1-c1nnco1)c1ccccc1
→ 4%, -0.7%, -6%[38.3 µM], 4%, -9%[46.1 µM], 0%, -3%
> COc1cccc(C(=O)Cn2c(NCCO)nc3ccccc32)c1
→ 5%, -0.7%, 3%, -9%, -3%[46.1 µM], -2%, 0%
> O=C(CSc1nnc(Cc2ccccc2)o1)N1CCCC1
→ 8%, 5.8%, -8%, 4%, 5%, ., 1%
> CCOc1cccc(C=Nc2cc(C)cc(C)c2O)c1O
→ ?, 5.0%, 30%[38.3 µM], -1%, -32%[46.1 µM], -10%, -3%
> COc1ccc(OCCNC(=O)c2ccccc2OCC(=O)N2CCCCC2)cc1
→ -23%, -1.0%, 1%, -1%, -8%[46.1 µM], ?, 1%
> NCCC[C@@H](CC(=O)N[C@@H]1CCCC[C@H]1C(=O)N[C@H](CC(=O)N[C@@H](CCC(=O)O)CC(=O)O)Cc1ccccc1)NC(=O)C[C@H](CO)NC(=O)[C@@H]1CCCC[C@H]1N
→ 7%, 0.0%, -1%, -3%, ., ., -2%
> O=c1oc2ccccc2nc1/C=C(\O)c1ccc(Br)cc1
→ 9%, ?, ., -16%, 9%, ., .
> Cc1ccccc1OCCn1c(=O)sc2ccccc21
→ 25%, -1.2%, 16%, 3%, -9%[46.1 µM], -15%, 1%
> COc1cc(/C=N/Nc2nncn2/N=C/c2ccc(O)c(OC)c2)ccc1O
→ -11%, -0.4%, 9%, 1%, -14%, -24%[46 µM], 10µM*
> CCOC(=O)c1c(C)[nH]c(C(=O)CN2CCOCC2)c1C
→ -1%, 0.0%, 2%[38.3 µM], 7%, -11%[46.1 µM], 2%, 3%
> CCOC(=O)c1c(N)n(-c2ccc(N)cc2)c2nc3ccccc3nc12
→ 22%, -3.8%, -4%, -17%, -17%, -13%, 8%
> COc1cc(S(=O)(=O)N2CCC(O)(c3cccc(C(F)(F)F)c3)CC2)ccc1-n1cnnn1
→ 4%, 0.0%, 17%[38.3 µM], 10%, 0%[46.1 µM], 8%, -1%
> O=C(Cn1ccc(C(F)(F)F)n1)Nc1cccc(S(=O)(=O)N2CCCCC2)c1
→ 8%, -0.5%, 3%, -2%, -21%, -13%[46 µM], 0%
> C/C(=N/NC(=O)Cc1cccc2ccccc12)c1cccs1
→ 0%, 1.1%, 14%[38.3 µM], 4%, -25%[46.1 µM], 6%, 2%
> CCc1c(C(=O)Nc2nnc(C3CC3)s2)csc1C
→ 0%, 0.0%, 6%[38.3 µM], 1%, 6%[46.1 µM], -16%, 2%
> O=C(CCNS(=O)(=O)c1ccc(Br)cc1)NC1CCCCC1
→ -4%, -1.1%, -9%, 0%, -6%, ., 5%
> Cn1ncc2c(NNC(=O)Cc3cccc4ccccc34)ncnc21
→ -4%, 0.0%, 1%, -4%, 11%, 0%, -2%
> Cc1ccc(S(=O)(=O)N(C)C)cc1NC(=O)COC(=O)c1n[nH]c(=O)c2ccccc12
→ 8%, -6.3%, 1%, 3%, 10%, ?, 0%
> Cc1nc(SCC(=O)c2cc3ccccc3oc2=O)c(C#N)c(-c2ccccc2)c1C(=O)Nc1ccccc1
→ 2%, 2.0%, -9%, -13%, -14%, ?, 3%
> COc1ccc(Br)cc1/C=N/NC(=O)c1ccc(OC)c(OC)c1
→ -1%, 4.4%, -1%, 0%, -39%, ., -7%
> C=C(C)C1CCC(C)=C1CC(C)(C)/C=N\n1cnnc1 (centres undefined)
→ 8%, -1.0%, 15%[38.3 µM], -8%, -6%[46.1 µM], ?, 1%
> C=CCNC(=O)c1ccccc1NC(=O)c1ccc(Cl)c(S(=O)(=O)Nc2ccccc2)c1
→ 2%, 17%, -2%[38.3 µM], -5%, ?, 6%, -4%
> CCCOc1cc(C)nc(-c2ccccc2O)n1
→ 20%, -1.8%, ., 6%, -16%[46.1 µM], ?, .
> CN(C)S(=O)(=O)c1cccc(-c2csc(N/N=C/c3ccco3)n2)c1
→ ?, 7.0%, ., -12%, -1%, ., .
> COCCNS(=O)(=O)c1ccc2c3c(cccc13)C(=O)N2C
→ 3%, 0.0%, -12%, 5%, 2%, -6%[46 µM], -3%

A different layout for 2 compounds above.
SMILES	CBFb-RUNX1 inh	Epigenetic reg	IMPase Li cell	GLA spleen mod	NPSR antag	Lamin A splicing	Luc counter
CCc1ccc(/C=C2/C(=O)N(c3ccccc3)C(=S)N2CC(=O)OC)s1	-2%	?	-8%	-7%	-25%	6%	1%
Cc1[nH]c2ccccc2c1/C=N/NC(=O)c1cc(C(C)C)[nH]n1	4%	1.1%	.	3%	-28%	.	.
